Source: PubChem
D1 antagonist = human D1 dopamine receptor antagonism; P21728; HEK293 TREx D1 cells, calcium flux, dopamine EC80; active compounds read low; activity change, negative = inhibition, % at 10 µM; 360,000 tested, 3.2% active; AID 504652; in the data active means activity change below about -30%; further: on the % scale 0 is the no-effect control and ±100 the full control effect
Target sequence (P21728 whole entry, looked up): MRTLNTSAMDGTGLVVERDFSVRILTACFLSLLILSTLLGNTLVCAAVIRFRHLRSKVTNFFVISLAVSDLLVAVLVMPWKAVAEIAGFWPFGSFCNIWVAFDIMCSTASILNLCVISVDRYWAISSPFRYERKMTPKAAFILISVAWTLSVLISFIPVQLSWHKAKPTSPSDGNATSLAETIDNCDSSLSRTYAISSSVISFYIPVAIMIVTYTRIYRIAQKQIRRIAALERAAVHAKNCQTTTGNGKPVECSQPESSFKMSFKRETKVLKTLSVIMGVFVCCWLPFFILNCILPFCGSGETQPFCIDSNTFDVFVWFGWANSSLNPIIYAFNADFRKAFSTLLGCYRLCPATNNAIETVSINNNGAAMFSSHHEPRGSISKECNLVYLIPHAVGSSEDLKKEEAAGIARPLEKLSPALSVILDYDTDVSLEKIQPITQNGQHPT
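Kinetic fluorescence of a calcium dye serves as the read-out. D1-expressing Hek293 Trex cells, induced overnight at 30 C, are exposed to compound for 180 s before an EC80 dopamine addition, then read 180 s further.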
D1 ag = human D1 receptor agonism; HEK293 T-REx D1 cells, calcium flux, agonist mode; activation, % at 2 µM; P21728; 360,000 tested, 1% active; in the data active means activation above about 30%; further: 0% is about no effect
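Agonism was scored from calcium flux recorded over 180 s (1 read/s) after pintool compound addition, following a 10-cycle baseline. Cells were inducible force-coupled HEK293 TREx D1, plated overnight at 30 C and loaded with no-wash calcium dye.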
TRHR PAM = allosterically enhances the human TRH receptor; P34981; TRHR cells, fluo-8 calcium fluorescence, EC20 TRH enhancement; enhancement, % at 2 µM; 360,000 tested, 0.66% active; in the data active means enhancement above about 30%; further: 0% is about no effect
Target sequence (P34981 whole entry, looked up): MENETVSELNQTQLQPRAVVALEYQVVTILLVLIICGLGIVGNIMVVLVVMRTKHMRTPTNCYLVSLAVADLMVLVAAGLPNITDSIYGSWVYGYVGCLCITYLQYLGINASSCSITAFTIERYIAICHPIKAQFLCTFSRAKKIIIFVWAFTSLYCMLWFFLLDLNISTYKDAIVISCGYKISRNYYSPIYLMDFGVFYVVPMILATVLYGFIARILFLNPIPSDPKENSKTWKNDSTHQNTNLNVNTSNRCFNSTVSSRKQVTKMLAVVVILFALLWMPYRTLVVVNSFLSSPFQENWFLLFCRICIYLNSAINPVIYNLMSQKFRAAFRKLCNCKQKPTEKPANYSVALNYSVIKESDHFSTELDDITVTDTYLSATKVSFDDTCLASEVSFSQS
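TRHR-expressing cells loaded with fluo-8 calcium dye were read kinetically (ex 480/em 530) during compound addition, then stimulated with an EC20 of TRH (10 nM final). Enhancement of the Gq-mediated intracellular calcium response was scored.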
Anesthetic bind = binds horse apoferritin like a general anesthetic; P02791; apoferritin/1-aminoanthracene competitive binding, fluorescence; Potency, µM (titrated, usually from 77.5 µM), for inactives: top-dose activity change, negative = displacement, usual class: inhibitors; 350,000 tested, 0.074% active; AID 485281; further: potency means the concentration at half of the fitted maximal effect; on the % scale 0 is the no-effect control and ±100 the full control effect; nearly all actives have a fitted effect of over 20% in size
Target sequence (P02791 2-175 limits assumed): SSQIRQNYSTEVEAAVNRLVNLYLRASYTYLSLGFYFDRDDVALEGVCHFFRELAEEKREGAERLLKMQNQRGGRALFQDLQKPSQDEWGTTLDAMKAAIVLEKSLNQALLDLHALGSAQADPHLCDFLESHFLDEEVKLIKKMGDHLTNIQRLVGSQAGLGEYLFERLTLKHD
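Steps: apoferritin (10 uM) was premixed with half-saturated 1-AMA in PBS, compounds were pin-transferred, plates stood 10 min at room temperature, fluorescence was read at 380/535 nm, and curves were fitted with a Hill equation.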
RXFP1 antag = blocks the human relaxin receptor RXFP1 | Q9HBX9 | 350,000 tested, 0.59% active | activity change, negative = inhibition, % at 57.5 µM | HEK293-RXFP1, relaxin-stimulated cAMP HTRF, 30 min; active compounds read low;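 active means activity change of -60% or lower, but not beyond a set lower limit; inconclusive means change between -60% and -40%, or beyond the set limit; inactive means change above -40%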; further: on the % scale 0 is the no-effect control and ±100 the full control effect
D2 PAM = positive allosteric modulators of human D2 dopamine receptor. P14416. HEK293 T-REx D2, calcium flux, EC20 dopamine potentiation. potentiation, % at 10 µM. 340,000 tested, 0.34% active;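 active means potentiation over 3 SD above the plate norm, cut at about 30% in these data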; further: 0% is about no effect
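Using a no-wash calcium dye in inducible, force-coupled HEK293 Trex cells expressing D2, we tracked fluorescence each second for 180 s after compound, then for 180 s after EC20 dopamine to detect augmented signalling.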
RXFP1 agonist = RXFP1 (human) receptor agonism; HEK293T-RXFP1 cAMP TR-FRET, 30 min; response scale: percent of porcine relaxin response, buffer zero; Potency, µM (series often up to 57.5 µM), inactives show at the highest dose activation, most hits filed as activators; 370,000 tested, 0.3% active; further: potency means the concentration at half of the fitted maximal effect; on the % scale 0 is the no-effect control and ±100 the full control effect; nearly all actives have a fitted effect of over 60% in size; many of its hits are not listed in these tables
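HEK293T cells stably expressing RXFP1 were pretreated with the PDE4 inhibitor Ro 20174, exposed to compounds for 30 min at 37C, lysed, and cAMP was read by TR-FRET. Data normalized to buffer (basal) and 29 nM porcine relaxin (100%).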
D1 potentiator = potentiators of human D1 dopamine receptor; 360,000 tested, 0.036% active; HEK293 TREx D1 cells, calcium flux, dopamine EC20 potentiation; potentiation, % at 10 µM; AID 504651; in the data active means potentiation above about 30%; further: 0% is about no effect
TRHR ag = agonists of human TRH receptor | TRHR cells, calcium flux fluo-8, FDSS agonist mode | activation, % at 2 µM | 360,000 tested, 0.18% active | AID 493084; in the data active means activation above about 30%; further: 0% is about no effect
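TRHR-expressing cells, plated overnight in medium with 10% serum, were loaded with fluo-8 calcium dye at room temperature. After a 10 s baseline, library compound was pin-added and calcium release was recorded kinetically (ex 480/em 530) as agonist response.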
* marks the source's active call; other numbers are inactive results; ? = inconclusive; . = no result given; [ ] = dose if it differs, or a comment. Unless noted, the call rests on the fitted dose curve; in most records, active means well fitted curve in the direction sought with a large enough effect; inconclusive means small, poorly fitted or top-dose-only effect, or another doubt; inactive means no such curve, though single readings can be large; an effect the other way counts as inactive or inconclusive. An excerpt. The share of hits here may be higher or lower than overall.

SMILES	D1 antagonist	D1 ag	TRHR PAM	Anesthetic bind	RXFP1 antag	D2 PAM	RXFP1 agonist	D1 potentiator	TRHR ag
Cc1occc1C(=O)NNC(=S)Nc1ccccc1C(F)(F)F	-2	2	-2	4%	0	-19	1.1%	-9	0.0
COc1ccc(-n2c(=O)c3c4c(sc3n(CC(=O)Nc3cc(C)[nH]n3)c2=O)CCC4)c(OC)c1	7	4	17	-15%	-2	-1	-0.9%	2	0.6
CCCN(CCC)CCNC(=O)C1(O)c2ccccc2NC(=O)N1c1cccc(OC)c1 (centres undefined)	18	2	5	1%	3	2	2.0%	1	0.1
CCc1cccc(C)c1NC(=O)Cn1ccn(-c2ccc(F)cc2)c(=O)c1=O	-27	15	-3	-6%	0	-2	2.0%	-4	-0.2
COc1ccc(N2CCN(C(C)C(=O)N3CCc4ccccc43)CC2)cc1 (centres undefined)	22	7	13	-10%	4	8	-2.5%	.	-1.5
CCN(C(=O)c1ccc2c(Cl)c3c(nc2c1)CCC3)c1cccc(C)c1	44	-2	-5	?	.	1	1.4%	-2	-0.1
CN1CCN(S(=O)(=O)c2cccc(C(=O)Oc3ccc(C(C)(C)C)cc3)c2)CC1	-30*	7	50*	.	-24	5	0.1%	-4	0.7
CCOc1ccc(S(=O)(=O)N2CCC(C(=O)OCc3ccc(OC)cc3)CC2)cc1	-17	18	-14	.	5	-2	2.4%	-10	0.9
O=C(Cc1ccccc1)NNC(=O)C1CCN(c2ncccn2)CC1	-22	1	-6	-14%	3	3	5.0%	5	-0.2
Cc1ccc(-n2ncc3c(NCCc4ccc(S(N)(=O)=O)cc4)ncnc32)cc1	-48*	-3	-4	-12%	-12	13	-0.9%	-4	0.1
O=C(NCCCN1CCN(c2ccccc2)CC1)c1ccc2nc(CCc3ccccc3)oc2c1	-60*	32*	1	-17%	-2	-23	1.8%	-4	0.3
COc1ccccc1CNC(=O)COn1nnc2ccc(S(=O)(=O)N3CCOCC3)cc21	-1	2	-3	.	8	-9	-0.5%	-5	-0.2
CC(C)(C)c1nc2scc(-c3ccc(Cl)cc3)c2c(=O)o1	-15	-3	-2	0%	13	-5	1.3%	5	0.3
Cc1ccc(S(=O)(=O)c2c(N)n(CC3CCOC3)c3nc4ccccc4nc23)cc1 (centres undefined)	-5	1	5	119%[activator]	-16	5	0.8%	1	-0.1
COc1ccc(Oc2nnc(-c3ccccc3)cc2C#N)cc1	6	0	-3	-9%	2	.	2.3%	0	0.0
O=c1c2c(n3cnnc3n1C1CCCCC1)-c1ccccc1CC21CCCCC1	-6	0	0	1%	-6	24	3.5%	-6	0.8
N/C(=N\OC(=O)c1ccc2c(c1)OCO2)c1ccc(Cl)cc1	3	3	2	-4%	10	-19	-3.4%	-6	-0.1
Cc1cc(C)nc(/N=C(\N)Nc2cccc(OCc3ccccc3)c2)n1	-55*	66*	-20	-16%	-5	-32	-1.4%	-15	25
O=C(CSc1nc2c(c(=O)n1-c1ccc(Br)cc1)SCC2)NCc1ccco1	-14	0	-11	5%	4	-5	0.0%	3	-1.6
O=C(Nc1ccccc1Cc1ccccc1)c1ccccc1NS(=O)(=O)c1ccc(Cl)s1	-60*	28	-3	-8%	.	1	3.2%	-7	1.7
COc1ccc(-n2c(=S)[nH]c3cc(C(=O)NCCCN4CCCC4=O)ccc3c2=O)c(OC)c1	0	2	1	-21%	-11	1	-3.4%	-2	0.2
CCOc1ccc(NC(=O)CSc2nc(-c3ccc(OC)cc3)nc3c2Cc2c(CO)cnc(C)c2O3)cc1	3	1	8	?	7	-3	0.3%	-4	-0.3
COc1ccc(NC(=O)Oc2ccccc2)cc1Cl	1	2	0	-9%	-8	3	-0.6%	-5	0.2
COc1cc(NC(=S)Nc2ccccn2)cc(OC)c1	3	-2	-2	-14%	12	4	-0.5%	4	0.0
COc1cc(CNn2nnnc2N)cc(Br)c1OCC(=O)NC(C)(C)C	-2	0	4	-11%	1	20	1.9%	-2	-0.1
The listing continues:
SMILES	D1 antagonist	D1 ag	TRHR PAM	Anesthetic bind	RXFP1 antag	D2 PAM	RXFP1 agonist	D1 potentiator	TRHR ag
CCCSc1nc(-c2ccccc2)[nH]c1S(=O)(=O)c1ccc(C)cc1	3	-2	-1	91%[activator]	-3	-30	-0.9%	-1	0.3
CCN(c1ccc(OC)cc1)S(=O)(=O)c1nnc(NC(=O)c2ccco2)s1	-5	2	4	-5%	30	-5	-1.0%	6	-0.1
O=C(Nc1ccccc1F)c1ccc(C(=O)c2ccccc2)cc1	-5	6	0	-17%	-29	1	1.4%	-8	-0.2
Cc1ccc(C(=O)NC(C)c2ccccc2)cc1Br (centres undefined)	-9	11	-7	?	-10	-7	0.6%	-5	0.4
CCS(=O)(=O)N1CCN(c2cc3c(cc2[N+](=O)[O-])n(C)c(=O)n3C)CC1	-21	3	0	-4%	-2	6	11%	1	-0.4
O=C(CN1CCN(Cc2ccc(Cl)cc2)CC1)N/N=C/c1ccncc1	-12	1	29	-6%	22	0	-1.1%	-10	0.5
Cc1ccc(S(=O)(=O)ON=C2CCN(S(=O)(=O)c3ccccc3)CC2)cc1	4	5	2	-3%	-5	-1	2.6%	-1	-0.2
O=C(COC(=O)c1ccccc1)NCc1cccs1	8	2	5	-9%	8	7	0.2%	-3	-0.1
CN1C(=O)C(CC(=O)NC2CCCCC2)SC1=Nc1ccccc1 (centres undefined)	-8	0	-2	6%	3	-1	0.4%	-7	-0.9
CCN(CC)S(=O)(=O)c1cccc(NC(=O)C(=O)c2c(-c3ccccc3)cc3ccccn23)c1	-14	1	-2	?	2	8	0.8%	-1	0.0
COc1ccc(C#Cc2c(C=O)n(C)c3ccccc23)cc1	.	2	-3	.	.	-15	17%	3	1.7
COc1cccc(NC(=O)N2CCCC2C(=O)NC2CCCCC2)c1 (centres undefined)	14	3	-4	11%	-1	-2	2.8%	.	0.1
Cc1cccc(C)c1NC(=S)N(CCN1CCCCCC1)Cc1ccco1	44	2	0	-21%	-21	-12	0.0%	3	0.4
COc1ccc(OC)c(CNC(=O)c2cc3ccc4cccnc4c3[nH]2)c1	-6	11	8	-3%	-34	6	1.0%	-4	-1.7
CC(=O)N1CCN(S(=O)(=O)c2ccc3c(c2)CC(=O)N3)CC1	4	7	15	.	-1	-10	2.9%	-2	1.2
COC(=O)c1cc(OC)c(OC)cc1NC(=S)N1CCCC(CO)C1 (centres undefined)	2	0	-2	-8%	-10	2	0.3%	-6	-0.6
CC1(C)COC(c2cccc(C3=NC(C)(C)CO3)n2)=N1	4	2	-3	4%	-4	.	2.5%	-7	0.3
CCCCN(CC)C(=O)c1c[nH]c2ccc(S(=O)(=O)N(C)c3ccc(Cl)cc3)cc2c1=O	-15	-5	-8	?	-4	.	2.7%	0	-0.3
COc1ccccc1S(=O)(=O)Cc1ccc(C(=O)NCCN2CCCCCC2)o1	4	1	2	-7%	-3	-22	0.2%	-6	0.2
O=C(CN1CCN(Cc2ccccc2)CC1)NCCc1ccccc1	-14	0	-1	-4%	-4	3	-0.5%	-4	0.8
Cc1ccc(Cn2c(CO)cnc2SCc2ccc(F)cc2)cc1	5	16	0	-5%	.	1	-0.4%	-4	0.8
CSc1cccc(NC(=O)c2ccco2)c1	-6	2	3	-20%	11	1	0.5%	3	-1.1
O=C(OCC(=O)N(C1CCCCC1)C1CCCCC1)c1cnccn1	6	1	-6	?	-5	23	0.7%	0	-0.4
C=CCNC(=S)/N=c1/scc(C)n1C	-1	0	0	-11%	-6	12	2.0%	2	-0.5
O=S(=O)(c1ccc2nc(SCc3ccc(Cl)cc3)[nH]c2c1)N1CCOCC1	-19	5	4	-8%	27	10	0.5%	-7	0.2
Remaining list, next part:
SMILES	D1 antagonist	D1 ag	TRHR PAM	Anesthetic bind	RXFP1 antag	D2 PAM	RXFP1 agonist	D1 potentiator	TRHR ag
Cc1ccc(-c2nnn(CC(=O)N(c3cnc4ccccc4c3)C(C(=O)NC3CCCC3)c3ccncc3)n2)o1 (centres undefined)	7	4	0	-3%	-18	16	0.3%	0	2.0
CCOC(=O)CCCNC(=O)CCNC(=O)c1ccc(OC)cc1	-3	2	3	-14%	-7	3	-0.3%	-6	-0.8
O=C(NC(=S)NCc1cccnc1)c1ccccc1	-10	1	0	2%	.	.	1.7%	-14	0.5
CC1CN(Cc2cn(C)nc2-c2ccc(Oc3ccccc3)cc2)CCN1C (centres undefined)	-2	30	10	-7%	-8	4	-1.3%	-3	0.6
CC(=O)Nc1cccc(OCCCNS(=O)(=O)c2ccc(C#N)cc2)c1	9	2	2	-18%	0	2	1.7%	-6	0.6
O=C(CCCc1ccccc1)Nc1ccccc1C(F)(F)F	-6	1	4	-8%	0	11	-0.9%	-21	-0.8
Cc1ccc(-c2ccc(C(=O)NCCCNC(=O)c3cnccn3)o2)cc1Cl	-1	0	1	-11%	-3	9	-0.3%	6	-0.9
Cc1cccn2c(=O)c3cc(C#N)c(=O)n(-c4nnc(SCc5ccc(Cl)cc5)s4)c3nc12	-3	3	-6	-21%	-16	0	?	1	0.6
CC(=O)c1ccc(-n2ccc(=O)cc2)cc1	-9	1	-4	8%	0	-1	-2.4%	-4	0.7
O=C(O)c1c(Cl)c(Cl)c(Cl)c(Cl)c1C(=O)N1CCOCC1	-35*	4	0	-3%	-13	-1	2.3%	-3	0.9
O=C(NCCc1csc2nc(-c3ccccc3F)nn12)c1ccccc1C(F)(F)F	0	-1	1	-22%	-4	8	1.9%	-4	-0.4
CCCN(CCC)CCNC(=O)C1CCCN(S(=O)(=O)c2cccc3nsnc23)C1 (centres undefined)	19	-2	-2	-5%	.	-9	3.1%	4	-0.5
